From PubChem BioAssay
TRHR PAM: allosteric enhancers of human TRH receptor; TRHR cells, fluo-8 calcium fluorescence, EC20 TRH enhancement; enhancement, % at 2 µM; AID 493056; hit rate 0.66% among 360,000; P34981; in the data active = enhancement above about 30%; also: 0% is about no effect
Target sequence (P34981 whole entry, looked up): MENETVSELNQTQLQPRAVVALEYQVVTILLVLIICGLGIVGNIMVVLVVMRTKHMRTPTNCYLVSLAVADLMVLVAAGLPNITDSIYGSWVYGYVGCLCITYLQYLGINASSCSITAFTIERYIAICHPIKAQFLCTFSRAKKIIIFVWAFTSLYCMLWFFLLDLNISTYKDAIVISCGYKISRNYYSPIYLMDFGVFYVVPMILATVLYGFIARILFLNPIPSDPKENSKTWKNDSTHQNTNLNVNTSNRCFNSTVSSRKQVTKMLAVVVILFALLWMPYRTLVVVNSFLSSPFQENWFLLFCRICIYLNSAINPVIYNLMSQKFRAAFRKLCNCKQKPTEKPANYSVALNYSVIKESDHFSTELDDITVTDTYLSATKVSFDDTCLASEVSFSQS
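TRHR-expressing cells loaded with fluo-8 calcium dye were read kinetically (ex 480/em 530) during compound addition, then stimulated with an EC20 of TRH (10 nM final). Enhancement of the Gq-mediated intracellular calcium response was scored.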
RXFP1 antag: RXFP1 (human) relaxin receptor antagonism. Q9HBX9. HEK293-RXFP1, relaxin-stimulated cAMP HTRF, 30 min; stronger effect = lower value. activity change, negative = inhibition, % at 57.5 µM. hit rate 0.59% among 350,000. AID 1259400;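 active = activity change of -60% or lower, but not beyond a set lower limit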; also: % is scaled to controls: 0 for no effect and ±100 for the full control effect
D2 PAM: positively modulates the human D2 dopamine receptor allosterically | P14416 | HEK293 T-REx D2, calcium flux, EC20 dopamine potentiation | potentiation, % at 10 µM | hit rate 0.34% among 340,000;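 active = potentiation over 3 SD above the plate norm, cut at about 30% in these data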; also: 0% is about no effect
Target sequence (P14416 whole entry, looked up): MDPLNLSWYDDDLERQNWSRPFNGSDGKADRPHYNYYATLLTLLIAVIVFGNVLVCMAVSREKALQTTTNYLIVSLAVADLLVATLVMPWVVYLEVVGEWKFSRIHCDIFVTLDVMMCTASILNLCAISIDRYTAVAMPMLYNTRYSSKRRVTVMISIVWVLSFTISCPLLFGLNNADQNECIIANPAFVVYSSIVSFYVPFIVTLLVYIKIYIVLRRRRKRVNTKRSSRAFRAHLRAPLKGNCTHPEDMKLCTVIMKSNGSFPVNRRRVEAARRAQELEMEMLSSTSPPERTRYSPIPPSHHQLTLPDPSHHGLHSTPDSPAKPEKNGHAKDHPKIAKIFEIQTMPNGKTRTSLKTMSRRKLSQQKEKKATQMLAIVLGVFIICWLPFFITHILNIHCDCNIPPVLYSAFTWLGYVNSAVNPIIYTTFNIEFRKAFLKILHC
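Potentiation of an EC20 dopamine calcium response is measured in a force-coupled, tetracycline-inducible Hek293 Trex D2 line. Compound-only kinetic reads over 180 s flag agonists before dopamine addition.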
D2 antag: D2 dopamine receptor (human) antagonism; HEK293 TREx D2 cells, calcium flux, dopamine EC80; inhibition, % at 10 µM; hit rate 2% among 340,000; in the data active = inhibition above about 30%; also: 0% is about no effect
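Overnight-induced (tetracycline, 30 C) HEK293 T-REx cells carrying force-coupled D2 receive a no-wash calcium dye, then compound, then EC80 dopamine at 180 s; signals are read kinetically throughout.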
D2 agonist: D2 dopamine receptor (human) agonism | AID 485358 | hit rate 0.53% among 340,000 | activation, % at 2 µM | HEK293 T-REx D2 cells, calcium flux agonist mode;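 active = activation over 3 SD above normal in the single-dose calcium agonist read, cut at about 30% in these data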; also: 0% is about no effect
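Agonism is scored from calcium flux in a force-coupled, inducible HEK293 cell line expressing D2, read kinetically for 180 s after compound addition against dopamine controls.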
D1 antag: antagonists of human D1 dopamine receptor; P21728; HEK293 TREx D1 cells, calcium flux, dopamine EC80; stronger effect = lower value; activity change, negative = inhibition, % at 10 µM; hit rate 3.2% among 360,000; in the data active = activity change below about -30%; also: % is scaled to controls: 0 for no effect and ±100 for the full control effect
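Tetracycline-induced HEK293 Trex D1 cells, force-coupled to calcium, dye-loaded; compounds added and read 180 s, then EC80 dopamine added and calcium flux tracked kinetically another 180 s.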
TRHR ag: TRH receptor (human) agonism | P34981 | TRHR cells, calcium flux fluo-8, FDSS agonist mode | activation, % at 2 µM | hit rate 0.18% among 360,000 | AID 493084; also: 0% is about no effect
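TRHR-expressing cells, plated overnight in medium with 10% serum, were loaded with fluo-8 calcium dye at room temperature. After a 10 s baseline, library compound was pin-added and calcium release was recorded kinetically (ex 480/em 530) as agonist response.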
D1 agonist: activates the human D1 dopamine receptor. P21728. HEK293 T-REx D1 cells, calcium flux, agonist mode. activation, % at 2 µM. hit rate 1% among 360,000; also: 0% is about no effect
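Inducible HEK293 T-REx D1 cells, force-coupled to calcium signalling, were plated at 4000 cells/well with tetracycline and held overnight at 30 C. After no-wash calcium dye loading, compound-evoked calcium rise over 180 s flagged agonists.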
D1 potentiator: potentiators of human D1 dopamine receptor; P21728; HEK293 TREx D1 cells, calcium flux, dopamine EC20 potentiation; potentiation, % at 10 µM; hit rate 0.036% among 360,000; AID 504651; in the data active = potentiation above about 30%; also: 0% is about no effect
Starred values were filed as active, the others as inactive; . = no result given. Rule as the data show it, unless noted: active = activation above about 30%; inactive = the rest. This is a random part of the collection (roughly 7.1% active in at least one column).

SMILES	TRHR PAM	RXFP1 antag	D2 PAM	D2 antag	D2 agonist	D1 antag	TRHR ag	D1 agonist	D1 potentiator
CN1/C(=C\C(=O)c2cccs2)C(C)(C)c2ccccc21	-11.0	-9.1	.	.	.	-10.2	-1.1	0.4	-10.7
COc1ccccc1NC(=O)CC1C(=O)Nc2c1c(=O)n(C)c(=O)n2C (centres undefined)	17.8	-2.0	4.5	1.5	-0.3	26.6	-1.8	0.9	1.9
Cc1nn(-c2cc(C)c3ccccc3n2)c2c1CCC2	3.5	-8.6	20.0	-7.3	-0.2	5.1	0.4	2.5	1.6
Cc1cc(C(=O)Nc2ccccc2C(=O)O)c(C)o1	4.7	-1.9	-0.9	-7.0	-0.2	-1.0	0.0	-0.7	-3.2
NC(=S)N/N=C/c1ccc2cccc(OCc3ccccc3)c2n1	-1.8	3.0	-1.2	6.3	0.3	19.2	1.0	3.0	-1.9
O=C(O)C1CCN(S(=O)(=O)c2cccc3nsnc23)CC1	1.6	12.8	-7.3	5.3	-1.4	7.3	-0.7	8.1	-2.1
CCOC(=O)C1(C)NC(c2ccco2)C2C(=O)N(c3ccccc3)C(=O)C21 (centres undefined)	0.8	-5.8	4.9	-3.8	0.2	14.1	-0.1	-0.6	-3.9
CCOC(=O)c1c(NC(=S)NC)sc2c1CC(C)(C)SC2	-6.3	-22.6	-22.5	15.8	-0.1	7.5	0.3	0.4	-10.1
O=C(OCc1cccc(C(F)(F)F)c1)c1cc([N+](=O)[O-])ccc1N1CCOCC1	11.9	-13.0	0.7	-7.9	0.9	14.8	0.5	11.7	-2.2
O=C(CN1C2=NCCCN2c2ccccc21)c1ccc(Cl)cc1Cl	-0.9	-19.7	-27.4	26.2	-0.3	-0.2	1.3	9.4	-9.9
COC(c1ccc(Cl)cc1)(c1ccc(Cl)cc1)C(Oc1nccc(C)n1)C(=O)O (centres undefined)	-0.7	0.0	0.0	-2.2	0.1	-2.6	0.3	4.2	0.3
O=C(CN1C(=O)COc2ccccc21)Nc1ccc(N2CCOCC2)cc1	0.5	6.5	-7.2	-13.1	0.3	2.9	0.4	-1.1	-2.3
CCOc1ccccc1-c1noc(CSc2nnc(-c3ccccc3)n2-c2cccc(C)c2)n1	-8.3	-17.8	-6.5	.	-0.1	-8.0	1.1	8.1	0.6
O=C(COC(=O)/C=C/c1ccc(Br)o1)Nc1ccccc1F	2.9	.	-0.8	-8.0	-2.5	-21.3	-0.2	10.3	-6.6
CCCN(CCC)C(=O)COc1cc(=O)n(CC)c2ccccc12	0.8	.	7.9	-6.3	-0.8	-5.8	0.0	3.4	1.8
Cc1cccc(NC(=O)C2CCN(S(=O)(=O)c3ccc4c(c3)CCCN4C(=O)C3CCC3)CC2)c1	-8.3	-3.9	-13.1	.	.	13.3	-0.8	1.6	-5.8
CC1(C)CC(=O)C(C(C#Cc2ccccc2)C2=C(O)CC(C)(C)CC2=O)=C(O)C1	1.2	2.5	25.5	10.2	0.4	2.0	0.8	8.3	-7.9
O=C(N/N=C/c1ccccc1C(=O)O)c1cccc(S(=O)(=O)N2CCOCC2)c1	7.4	-0.4	5.0	-10.9	0.6	-6.8	1.6	1.6	-3.7
O=C(NCc1ccccc1)C(c1ccncc1)N(C(=O)c1csnn1)c1cccc(F)c1 (centres undefined)	2.9	6.7	8.3	-16.8	0.1	2.5	0.0	-2.3	-3.5
CCOC(=O)C1(CCc2ccccc2)CCN(C(=O)CN2CCOC2=O)CC1	-3.8	-6.4	13.0	37.0*	-0.5	4.7	-0.5	2.8	-0.1
O=C(c1cc(COc2ccc3ncccc3c2)on1)N1CCC[C@H]1CO	21.7	2.4	2.1	6.6	0.8	-17.3	0.9	6.4	-10.1
O=c1c2ccccc2nc2n1C(CSc1ccc(F)cc1)CS2 (centres undefined)	-3.7	3.4	-3.3	-9.6	0.3	0.1	-0.1	0.1	0.5
COc1ccc(C2NC(=S)NC3=C2CCc2cc(OC)ccc23)cc1 (centres undefined)	-7.0	1.3	1.3	5.2	-0.2	7.2	-0.8	1.3	6.8
O=[N+]([O-])c1cccc(/C=N/Nc2nc(C(Cl)(Cl)Cl)nc3ccccc23)c1	-1.8	-0.2	-7.3	-10.0	-0.9	-2.8	0.1	0.7	-6.5
O=C(Nc1ccc(Cl)cc1)C1CCN(C(=O)c2ccco2)CC1	2.4	-24.2	0.4	-0.4	0.6	-18.6	-0.3	-0.2	0.3

Continued:
SMILES	TRHR PAM	RXFP1 antag	D2 PAM	D2 antag	D2 agonist	D1 antag	TRHR ag	D1 agonist	D1 potentiator
CCCNc1ncnc2sc(C)c(C)c12	6.9	-11.1	12.6	-0.7	-0.2	-19.5	-1.6	4.4	-0.7
COc1ccccc1-c1c(C)nn2c(-c3ccccc3)cc(C)nc12	-1.2	-38.4	-2.5	8.3	0.0	-1.7	0.2	1.5	3.9
COc1cccc(C(=O)NCc2ccco2)c1	8.9	-1.5	1.0	-8.6	1.4	65.0	1.9	2.3	1.4
CC(=O)Nc1cccc(NC(=O)CS(=O)(=O)c2cn(CC(=O)N3CCCC3)c3ccccc23)c1	1.8	-9.0	-4.4	-4.4	-0.6	15.5	0.6	1.4	0.1
COc1cc(C(O)P(=O)(OC2CCCCC2)c2ccc(N(C)C)cc2)cc(OC)c1OC (centres undefined)	2.4	-1.8	-4.2	5.7	-1.1	3.6	-0.3	2.9	-0.2
Cc1cccc(C)c1NC(=O)CCS(=O)(=O)c1ccc(Br)cc1	10.4	3.9	8.7	-7.4	0.3	1.5	-1.6	3.0	7.7
N#Cc1cccc(NC(=O)Cn2nc(Cc3ccncc3)c3ccccc3c2=O)c1	-3.2	18.0	12.5	.	-1.1	7.1	-0.1	1.4	1.0
Cc1ncsc1C(=O)Nc1nc2c(s1)CC(C)CC2 (centres undefined)	-4.4	-13.4	-8.3	9.7	-0.2	-0.8	-0.2	3.6	-7.8
Fc1ccc(-[n+]2nc(Nc3ccccc3)sc2-c2c(Cl)cccc2Cl)cc1	-8.7	.	-5.1	4.1	1.2	-26.8	3.1	49.3*	-5.2
NNC(=O)c1ccc(Cn2cc(Br)cn2)cc1	2.1	-9.9	-7.5	-2.4	1.5	-1.6	-0.2	0.8	-3.0
O=C(NC1=NCCS1)c1ccc(-c2ccc(Cl)cc2)o1	2.4	-1.9	-4.0	4.7	-0.8	-4.6	0.6	0.7	-2.8
CC1C(=O)N(Cc2cccc(F)c2)c2ccccc2N1C(=O)c1ccccc1 (centres undefined)	-2.3	-5.5	2.4	-21.7	-0.4	-9.9	-0.7	0.2	9.4
O=[N+]([O-])c1ccc(N2CCOCC2)cc1N1CCCCC1	2.3	-2.9	4.0	-10.1	-0.2	0.2	-0.2	-4.2	-3.4
Cc1ccc(S(=O)(=O)N(C)C)cc1NC(=O)c1cc(=O)[nH]c2ccccc12	-6.2	-1.1	2.6	-14.2	-0.1	-18.0	1.2	2.4	8.3
Cc1cccc(NC(=S)NC(C)C(c2ccccc2)N2CCN(C)CC2)c1C (centres undefined)	2.2	-11.3	-21.3	6.6	0.9	-9.5	1.2	7.8	2.0
CCCN(CCC)S(=O)(=O)c1ccc(C(=O)NNc2nc(-c3ccccc3)c3cc(Br)ccc3n2)cc1	2.5	-10.4	0.8	13.3	0.7	-6.5	0.1	0.1	0.7
CCc1nnc(NS(=O)(=O)c2ccc(NC(=S)NC(=O)c3cccnc3)cc2)s1	2.3	-12.8	-12.2	22.2	0.4	7.3	0.9	3.3	-3.5
COc1cc(/C=N/NC(=O)c2ccc(O)cc2)ccc1OCC(=O)Nc1cccc([N+](=O)[O-])c1	-6.0	-6.6	.	.	.	8.3	-0.4	-1.3	-6.4
O=S(=O)(c1ccc(SCCO)nc1)N1CCOCC1	13.4	1.1	20.5	2.3	0.1	-1.5	-1.6	6.6	-0.2
COc1ccc(C(=O)OCC(=O)Nc2ccc(F)c(F)c2F)cc1OC	-3.6	2.8	3.7	20.7	0.1	-14.7	0.0	-0.7	-2.7
O=C(C[n+]1ccccc1)N/N=C/c1ccc(O)cc1	0.5	-4.8	-11.7	16.5	0.6	-5.2	1.0	3.0	1.6
O=C(c1ccccc1)c1ccc(N2CCOCC2)c(NC(=O)c2ccco2)c1	-2.1	7.1	-5.9	-18.0	-0.3	9.2	-0.1	1.1	-5.5
CCOC(=O)N1CCc2c(sc3c2c(=O)n(-c2ccc(Cl)cc2)c(=O)n3CC(=O)Nc2ccccc2)C1	0.1	-6.8	-6.4	.	0.2	3.9	0.1	0.5	-2.2
Cc1ccc(NC(=O)c2c(C)nc3sc(C(=O)NC4CCCC4)c(N)c3c2-c2ccco2)c(C)c1	1.0	.	3.4	-2.2	-2.1	15.0	-0.8	1.2	-1.8
CS(=O)(=O)N(CC(=O)N1CCCC1)Cc1ccc(F)cc1	1.2	0.3	-4.6	2.7	-1.0	-8.7	-3.0	7.2	-1.8

(list continues)
SMILES	TRHR PAM	RXFP1 antag	D2 PAM	D2 antag	D2 agonist	D1 antag	TRHR ag	D1 agonist	D1 potentiator
O=C(/C=C/c1ccccc1)NC1CCSC1=O (centres undefined)	-1.3	8.4	-6.3	-9.8	0.6	-8.9	0.0	1.1	-2.7
COc1ccc(CCC(=O)Nc2nc(-c3ccncc3)cs2)cc1	-4.1	.	-3.9	4.0	1.3	-28.1	0.1	8.3	0.4
COc1ccc(-n2c(SCC(=O)c3ccc[nH]3)nnc2-c2ccccc2)cc1	6.6	12.6	11.9	-8.9	0.7	-0.9	-0.2	5.1	-6.2
O=C(NCc1cccnc1)c1ccc(Br)s1	4.1	9.1	-10.3	-3.4	-1.0	7.2	0.2	5.5	1.3
CCCCN(C(=O)C1CCC1)c1c(N)n(CCC)c(=O)[nH]c1=O	0.2	7.1	12.9	-10.0	7.3	8.1	0.5	2.3	-2.8
Cc1ccccc1OCCSc1nc2ccc(NC(=O)c3cccs3)cc2s1	7.7	.	21.0	.	-2.1	7.2	-2.0	7.8	-1.4

Among those listed so far, 7 contain a thiophene ring, fused or not.
SMILES	TRHR PAM	RXFP1 antag	D2 PAM	D2 antag	D2 agonist	D1 antag	TRHR ag	D1 agonist	D1 potentiator
CN1/C(=C\C(=O)c2cccs2)C(C)(C)c2ccccc21	-11.0	-9.1	.	.	.	-10.2	-1.1	0.4	-10.7
CCOC(=O)c1c(NC(=S)NC)sc2c1CC(C)(C)SC2	-6.3	-22.6	-22.5	15.8	-0.1	7.5	0.3	0.4	-10.1
CCCNc1ncnc2sc(C)c(C)c12	6.9	-11.1	12.6	-0.7	-0.2	-19.5	-1.6	4.4	-0.7
CCOC(=O)N1CCc2c(sc3c2c(=O)n(-c2ccc(Cl)cc2)c(=O)n3CC(=O)Nc2ccccc2)C1	0.1	-6.8	-6.4	.	0.2	3.9	0.1	0.5	-2.2
Cc1ccc(NC(=O)c2c(C)nc3sc(C(=O)NC4CCCC4)c(N)c3c2-c2ccco2)c(C)c1	1.0	.	3.4	-2.2	-2.1	15.0	-0.8	1.2	-1.8
O=C(NCc1cccnc1)c1ccc(Br)s1	4.1	9.1	-10.3	-3.4	-1.0	7.2	0.2	5.5	1.3
Cc1ccccc1OCCSc1nc2ccc(NC(=O)c3cccs3)cc2s1	7.7	.	21.0	.	-2.1	7.2	-2.0	7.8	-1.4
